High-throughput results: PubChem BioAssay, National Center for Advancing Translational Sciences (NCATS)
SW480 rereplic – DNA re-replication induction in SW480 cells; SW480 DNA re-replication, Hoechst DNA content imaging, 48 h; Potency, µM (titrated, usually from 46.1 µM), inactives show top-dose re-replication activation, usual class: activators; actives 1.8% (n = 340,000); AID 624297; also: % of control where 0% means no effect; nearly all actives have a fitted effect of over 55% in size
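Treated cells incubate 48 hr (37 C, 5% CO2), are stained 40 min with Hoechst, and nuclear fluorescence is enumerated; a rise in nuclei with high DNA signal marks re-replication.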
HT1080 IDH1KD tx – toxicity to HT-1080 IDH1 knockdown cells (counter line). HT-1080 IDH1 knockdown viability, ATP luminescence, 48 h. Potency, µM (titrated, usually from 46.1 µM), without a hit: at the top dose activity, negative = toxicity, most hits filed as cytotoxic. actives 2% (n = 360,000). AID 686971;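 also: 0% = DMSO wells and -100% = cell-free medium wells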
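Using the IDH1-knockdown HT-1080 line run in the same batch and compound series as the NT line, viability after 48 h at 37 °C was determined by CellTiter-Glo luminescence and expressed as % activity.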
TDP43 rescue – rescues yeast growth from TDP-43 toxicity; TDP-43 expressing yeast growth rescue, BacTiter-Glo, 24 h; Potency, µM (titrated, usually from 46.1 µM), for inactives: top-dose growth rescue (activation), most hits filed as activators; actives 1.8% (n = 410,000); also: % of control where 0% means no effect; nearly all actives have a fitted effect of over 50% in size
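Luminescence from BacTiter-Glo reports growth of TDP-43-expressing yeast after 24 hr at 30 deg C with compound. Cells were raffinose-pregrown to mid-log, then seeded in galactose medium at OD600=0.02.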
GLP1R inv ag – GLP-1 receptor (human) inverse agonism. actives 1.6% (n = 410,000). Potency, µM (highest dose often 38.3 µM), inactives show top-dose activity change, negative = inhibition, actives largely listed as inhibitors. AID 624417. HEK293 GLP-1R CRE-luciferase, luminescence, 24 h; GLP-1R form is constitutively active. P43220; also: % is scaled to controls: 0 for no effect and ±100 for the full control effect; nearly all actives have a fitted effect of over 55% in size
Target sequence (P43220 whole entry, looked up): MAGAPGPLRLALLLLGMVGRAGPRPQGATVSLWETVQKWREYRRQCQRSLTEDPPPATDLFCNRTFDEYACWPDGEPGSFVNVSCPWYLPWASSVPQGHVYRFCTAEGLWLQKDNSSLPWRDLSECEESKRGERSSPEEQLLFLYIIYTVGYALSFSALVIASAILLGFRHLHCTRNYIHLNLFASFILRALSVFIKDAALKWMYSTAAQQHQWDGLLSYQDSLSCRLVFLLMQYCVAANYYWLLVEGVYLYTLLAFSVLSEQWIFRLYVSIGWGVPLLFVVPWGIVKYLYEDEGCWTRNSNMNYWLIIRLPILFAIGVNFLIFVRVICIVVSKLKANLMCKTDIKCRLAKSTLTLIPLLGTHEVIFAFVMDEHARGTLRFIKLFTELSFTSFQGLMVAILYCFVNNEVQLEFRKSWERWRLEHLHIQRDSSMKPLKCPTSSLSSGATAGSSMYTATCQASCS
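Cells are plated, allowed 12 hours at 37 deg C, then treated with compounds for 24 hr before luciferase detection reagent is added and luminescence is read after 12 min at room temperature. The HEK293 line carries constitutively active GLP-1R with a cAMP-responsive reporter.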
GLP1R cytotox – cytotoxicity counter-screen for GLP-1 receptor inverse agonists | actives 0.13% (n = 410,000) | AID 624418 | HEK293 cAMP-luciferase reporter cells, luminescence, 24 h | Potency, µM (doses to about 38.3 µM), for the others: at the highest dose activity change, negative = inhibition, most hits filed as inhibitors;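 also: loss of luciferase light is scored as toxicity; % is scaled to controls: 0 for no effect and ±100 for the full control effect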
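1536-well qHTS counterscreen of the MLSMR; 200 cells/uL, 12 h pre-incubation, 23 nL cpd, 24 h at 37 deg C 5% CO2, luciferase detection reagent, 12 min RT, luminescence. Inhibition = undesired.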
KB-3-1 tox – kills parental KB-3-1 adenocarcinoma cells; Potency, µM (titrated, usually from 46.1 µM), without a hit: top-dose activity change, negative = cytotoxic, usual class: cytotoxic; AID 1347075; actives 1.4% (n = 400,000); KB-3-1 viability, CellTiter-Glo ATP luminescence, 72 h; also: % is scaled to controls: 0 for no effect and ±100 for the full control effect; nearly all actives have a fitted effect of over 60% in size
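Parental KB-3-1 adenocarcinoma cells in phenol-red-free DMEM with 10% FBS were pin-treated with compounds at several concentrations, incubated 72 h at 37 °C, and viability read by CellTiter-Glo luminescence; concentration-effect curves were fitted after normalization.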
KB-V1 MDR tox – kills drug-selected multidrug resistant KB-V1 cells. KB-V1 MDR cells viability, CellTiter-Glo, 72 h. Potency, µM (top dose mostly 46.1 µM), inactives show top-dose activity change, negative = cytotoxicity, actives largely listed as cytotoxic. actives 3.4% (n = 400,000); also: % is scaled to controls: 0 for no effect and ±100 for the full control effect; nearly all actives have a fitted effect of over 60% in size
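qHTS viability screen in drug-selected KB-V1 MDR cells: 72 h compound treatment at 37 degrees C, ATP luminescence end point.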
GLP1R ag – GLP-1 receptor (human) agonism. Potency, µM (titrated, usually from 45.6 µM), for inactives: top-dose activation, usual class: activators. P43220. HEK293 GLP-1R CRE-luciferase, luminescence, 4-6 h; cells express a hypersensitive GLP-1R form. actives 0.007% (n = 380,000). AID 624172; also: % of control where 0% means no effect
HT1080-NT tox – kills 2HG-producing HT-1080-NT fibrosarcoma cells | HT-1080-NT fibrosarcoma viability, CellTiter-Glo ATP luminescence, 48 h | Potency, µM (series often up to 46.1 µM), inactives show at the top dose activity, negative = less viability, usual class: cytotoxic | actives 1.6% (n = 360,000);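 also: NT is the 2HG producing partner of a matched IDH1 knockdown line; 0% = DMSO-treated cells and -100% = media-only wells without cells; nearly all actives have a fitted effect of over 55% in size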
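Luminescent CellTiter-Glo readout after 48 hours of compound exposure at 37 degrees C defined viability of HT-1080-NT cells. Activity was normalized to DMSO wells and cell-free media wells; concentration-response curves were fitted and assigned curve classes.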
Numbers without * were called inactive; ? = inconclusive; / = not tested or not shown; [ ] = dose if it differs, or a comment. Calls follow the shape of the dose curve; as a rule, active = well fitted curve in the direction sought with a large enough effect; inconclusive = small, poorly fitted or top-dose-only effect, or another doubt; inactive = no such curve, though single readings can be large; an effect the other way counts as inactive or inconclusive. Potency is read from the fitted curve at half-maximal effect.

SMILES | SW480 rereplic | HT1080 IDH1KD tx | TDP43 rescue | GLP1R inv ag | GLP1R cytotox | KB-3-1 tox | KB-V1 MDR tox | GLP1R ag | HT1080-NT tox
O=C(CN(C(=O)c1csnn1)c1cccc2c1CCCC2)NC1CCCC1 | -1% | 12% | 11% | -16% | 7% | 1% | 9% | 9% | 9%
O=C(c1ccccc1)c1cc([N+](=O)[O-])ccc1N1CCOCC1 | ? | 0.73µM* | ? | ? | 11µM* | 1.2µM* | 1.2µM* | ? | 1µM*
CN1CCN(c2ccccc2NC(=O)c2ccccc2F)CC1 | 2% | -11% | -12% | ? | -22% | 1% | 1% | -4% | -2%
O=c1[nH]c(=S)ccn1C1OC(CO)C(O)C1O (stereo not given) | -2% | -22% | 17% | 3% | -14% | 9.2µM* | ? | 9% | ?
CSc1nnnn1-c1c(C)cc(C)cc1C | -3% | 9% | 11% | 10% | 10% | 1% | -1% | 12% | 18%
Oc1c(Br)cc(Br)cc1C=Nc1ccc2c(c1)OCCO2 | -6% | -13% | ? | ? | -12% | -1% | -7% | -7% | -15%
COc1ccc(/C=C/c2c([N+](=O)[O-])c(=O)n(C)c(=O)n2C)cc1 | 1% | 20% | -29% | 0% | 10% | 10% | -8% | 2% | 16%
COc1ccc(Cl)cc1NC(=O)CN(C)C(=O)c1cccc(-n2cnnn2)c1 | -10% | -4% | -6% | -8% | -15% | 2% | -7% | -9% | -6%[9.24 µM]
CCC(C)[C@H](NC(=O)N1CCN(C)CC1)C(=O)OC (stereo not given in full) | -66%[inhibitor] | 2% | 4% | 16% | 2% | 6% | 3% | -7% | 12%
Cc1ccc([N+](=O)[O-])c(C(=O)Nc2cccnc2Cl)c1 | -2% | 2% | 12% | 4% | -11% | -10% | -12% | 4% | 9%
CCOC(=O)CSc1ncnc2c1sc1nc(N3CCOCC3)c3c(c12)CCCC3 | -5% | 19% | -1% | 17% | 12% | 5% | 12% | -4% | 12%
Cc1cc(C(=O)NCc2nc(-c3ccccc3)no2)ccc1[N+](=O)[O-] | -2% | -14% | ? | -8%[7.66 µM] | -2%[7.66 µM] | -2% | -27% | 2% | -16%
COc1cccc(CCc2nnc(CCC(=O)NCCc3cccc(C)n3)o2)c1 | -1% | 17% | -10%[9.22 µM] | 0%[7.66 µM] | -8%[7.66 µM] | 3% | ? | 5% | 3%
COc1ccc(C2(O)CN(c3ccccc3)C3=[N+]2CCS3)cc1OC (stereo not given) | -5% | -8% | 22% | 23% | -1% | 1% | ? | 9% | -6%
COc1ccccc1N1CCN(CCCN2CC(=O)N3CCCCC3C2=O)CC1 (stereo not given) | 0% | 13% | 1% | 8% | -2% | -1% | -8% | -2% | -9%
OCCSc1nc(-c2ccccc2)nc2c1CCC2 | -1% | -14% | ? | -9% | -5% | 0% | 0% | 17% | -1%
CS(=O)(=O)N(CC(=O)N1CCN(Cc2ccc3c(c2)OCO3)CC1)c1ccc2c(c1)OCO2 | 4% | 2% | -21% | 0% | 8% | -6% | -11% | -7% | 5%
Cc1cc(NC(=O)COC(=O)Cn2c(C)csc2=O)ccc1Br | -2% | -8% | 21% | 15% | -2% | -16% | 5% | -4% | -8%
COCCNC(=O)c1cccc(OC2CCN(Cc3ccccc3OCCO)CC2)c1 | 0% | -6% | -32%[1.82 µM] | -4% | 2% | -3% | -4% | -1% | 1%
Cc1c(C(c2cccc([N+](=O)[O-])c2O)c2c(C)n(C)n(-c3ccccc3)c2=O)c(=O)n(-c2ccccc2)n1C | -5% | -15% | -18% | -1% | ? | 6% | ? | -3% | 7%
N#Cc1nc(-c2ccccc2)oc1N1CCCCC1 | -12% | ? | -5% | 4% | 2% | -11% | -3% | 5% | 13%
Cc1nc2c(cnn2CCO)c(=O)[nH]1 | -2% | 14% | -13% | 32%[activator] | 12% | 0% | 11% | 4% | -2%
C=CC[N+](C)(C)CCN1C(=O)C2C(c3ccccc3)C=CC(c3ccccc3)C2C1=O (stereo not given) | -19% | 12% | -11% | 0% | -2% | 7% | 9% | 8% | 10%
CCOc1ccc2[nH]c(=O)c(CN(CCO)C(=O)c3ccc(Br)cc3)cc2c1 | -4% | -14% | -13% | 15% | 4% | -19% | -2% | 24% | -24%
CCOC(=O)c1c(-c2cccc([N+](=O)[O-])c2)csc1NC(=O)CCCOc1ccccc1OC | 1% | 3% | 5% | ? | 3% | -6% | 0% | -12% | -1%
COC(=O)[C@H]1C[C@@]2(O)CN(S(=O)(=O)c3ccc(C)cc3)C[C@@]2(OC(=O)NCc2ccco2)C[C@H]1C(=O)OC | / | 0% | 25% | 0% | 0% | -6% | 0% | -3% | 1%
CCCCC[C@@H]1C=C(C(=O)O)[C@H](c2ccc(Cl)cc2)N1S(=O)(=O)c1ccc(C)cc1 | -20% | -4% | ? | ? | -9% | 0% | 0% | -4% | -2%
CCOC(=O)[C@]12CCCC=C1N(Cc1ccccc1)C(=O)[C@H](CC(=O)NCC1CCCCC1)C2 | / | -11% | 3% | ? | 4% | -31% | ? | / | 0%
N#Cc1cccc(NC(=O)CCc2ccc(S(=O)(=O)N3CCOCC3)cc2)c1 | -33%[inhibitor] | 0% | -3% | 2% | 4% | 29% | 32% | 19% | -1%
Cc1cccc(NC(=O)C2CC(=O)OC23CCCC3)c1 (stereo not given) | 7%[9.22 µM] | 8% | -19% | 2% | -18% | 0% | 5% | -2% | 10%
O=c1c(Cc2ccc(Cl)cc2)c(O)ccn1Cc1ccncc1 | -1% | -5% | -5% | 2% | 0% | 0% | ? | 1% | -1%
Cc1cccc(C(=O)NC(=S)NCc2cccnc2)c1 | -1% | 16% | 10% | -2% | -12% | 14% | 17% | -2% | 17%
CC1=CNC(=O)CC(C)(C)C1 | / | 29% | 3% | 26% | 1% | 0% | 5% | -6% | 23%
COc1cc(/C=C2/NC(=O)NC2=O)cc(Br)c1OCc1cccc(C(=O)O)c1 | -5% | 5% | -13% | 4% | 3% | 30% | 20% | 5% | 19%
CC(C)(O)CCCC(C)(O)c1ccc(C(=O)O)cc1O (stereo not given) | 12% | 7% | 18% | -1% | -4% | 0% | 0% | 0% | 5%
CCOc1ccccc1NC(=S)N1CCN(c2ccccc2F)CC1 | -1% | 3% | 1% | ? | -3% | -2% | -6% | 20% | 8%
CCc1ccnc(NS(=O)(=O)c2ccc3c(c2)CCO3)c1 | -5% | 8% | 23% | 15% | -15% | -2% | 5% | 17% | 2%
COc1ccc2cc3c(N)nn(C(=O)Cc4ccc(Cl)cc4)c3nc2c1 | -4% | -4% | 4% | -21% | -1% | -17% | -16% | -2% | -8%
Cc1cccc(C)c1-n1nnnc1C1(C)CCC(=O)N1C1CC1 (stereo not given) | / | 16% | ? | 9% | 0% | 10% | -3% | -2% | 16%
COc1ccccc1N1CCN(CC(=O)NC(=O)NCc2ccco2)CC1 | 5.8µM* | 14% | -1% | 14% | 3% | 2% | ? | 0% | -6%

Brought forward from above: 2 entries, then new ones.
SMILES | SW480 rereplic | HT1080 IDH1KD tx | TDP43 rescue | GLP1R inv ag | GLP1R cytotox | KB-3-1 tox | KB-V1 MDR tox | GLP1R ag | HT1080-NT tox
Cc1cccc(C)c1-n1nnnc1C1(C)CCC(=O)N1C1CC1 (stereo not given) | / | 16% | ? | 9% | 0% | 10% | -3% | -2% | 16%
COc1ccccc1N1CCN(CC(=O)NC(=O)NCc2ccco2)CC1 | 5.8µM* | 14% | -1% | 14% | 3% | 2% | ? | 0% | -6%
CCOC(=O)N1CCN(c2c(NCCN3CCN(Cc4ccccc4)CC3)c(=O)c2=O)CC1 | 10% | 3% | 14% | -5% | -4% | 6% | 1% | 8% | -1%
CCc1ccc2nc(SCC(=O)N3CC(=O)Nc4ccccc43)c(C#N)cc2c1 | ? | 5.8µM* | 11% | ? | -29% | 5.2µM* | 6.5µM* | -3% | ?
Cc1cc(OC(=O)c2ccccc2Cl)ccc1N1C(=O)CCC1=O | 0% | 2% | 20% | 5% | 2% | 2% | -2% | 4% | -8%
O=C(NCCc1cccc(Cl)c1)c1cccs1 | -6% | -14% | ? | -29% | -1% | -8% | -10% | 3% | -6%
Cc1nnc2sc(-c3csc4c3CCCC4)nn12 | -3% | -3% | 13µM* | 2% | 3% | 8.2µM* | 7.3µM* | ? | 3%

In the list so far, these have a nitro group on carbon:
SMILES | SW480 rereplic | HT1080 IDH1KD tx | TDP43 rescue | GLP1R inv ag | GLP1R cytotox | KB-3-1 tox | KB-V1 MDR tox | GLP1R ag | HT1080-NT tox
O=C(c1ccccc1)c1cc([N+](=O)[O-])ccc1N1CCOCC1 | ? | 0.73µM* | ? | ? | 11µM* | 1.2µM* | 1.2µM* | ? | 1µM*
COc1ccc(/C=C/c2c([N+](=O)[O-])c(=O)n(C)c(=O)n2C)cc1 | 1% | 20% | -29% | 0% | 10% | 10% | -8% | 2% | 16%
Cc1ccc([N+](=O)[O-])c(C(=O)Nc2cccnc2Cl)c1 | -2% | 2% | 12% | 4% | -11% | -10% | -12% | 4% | 9%
Cc1cc(C(=O)NCc2nc(-c3ccccc3)no2)ccc1[N+](=O)[O-] | -2% | -14% | ? | -8%[7.66 µM] | -2%[7.66 µM] | -2% | -27% | 2% | -16%
Cc1c(C(c2cccc([N+](=O)[O-])c2O)c2c(C)n(C)n(-c3ccccc3)c2=O)c(=O)n(-c2ccccc2)n1C | -5% | -15% | -18% | -1% | ? | 6% | ? | -3% | 7%
CCOC(=O)c1c(-c2cccc([N+](=O)[O-])c2)csc1NC(=O)CCCOc1ccccc1OC | 1% | 3% | 5% | ? | 3% | -6% | 0% | -12% | -1%
